FadD28 binding = blocks FadD28 binding to the bisubstrate probe; AID 588549; 360,000 tested, 0.22% active; inhibition, % at 12.5 µM; fluorescence polarization; in the data active means inhibition above about 8.5%, passing the limit was not always enough; inconclusive means no clear call, values can overlap the other calls
TcdB GH inh = blocks C. difficile toxin B glycohydrolase activity. 350,000 tested, 0.24% active. TcdB glycohydrolase enzymatic assay, plate reader. P18177. inhibition, % at 9.99 µM; in the data active means inhibition above about 10%
PfHsp40 rescue = compounds rescuing yeast from Plasmodium falciparum HSP40 toxicity; S. cerevisiae expressing PfHsp40, growth rescue, ATP luminescence; growth rescue, % at 12.5 µM; 340,000 tested, 0.68% active; AID 504582; in the data active means growth rescue above about 28%, passing the limit was not always enough; inconclusive means no clear call, values can overlap the other calls;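 further: yeast W303a lacking pdr1 and pdr3 grown in galactose medium; growth measured after three days at 30 °C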
Y pestis TopoI = Y. pestis Topo-I inhibition via cleavage products | Y. pestis Topo-I cleavage product accumulation, plate reader | activity, % at 10 µM | 360,000 tested, 0.064% active | AID 504884; in the data active means activity above about 50%, passing the limit was not always enough; inconclusive means no clear call, values can overlap the other calls; further: inactives centre near 2
GDH-TPI inh = GDH-TPI coupled enzyme inhibition counter-screen; GDH-TPI coupled enzyme counterscreen, NADH absorbance; inhibition, % at 4.8 µM; 360,000 tested, 1.2% active; AID 588335; in the data active means inhibition above about 30%;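 further: 0% = DMSO wells and 100% = wells lacking the enzyme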
UGM FP inh = Mtb UDP-galactopyranose mutase inhibition; P9WIQ1; purified UGM, fluorescence polarization probe displacement; inhibition, % at 10 µM; 320,000 tested, 0.06% active; in the data active means inhibition above about 10%, passing the limit was not always enough; inconclusive means no clear call, values can overlap the other calls
Target sequence (P9WIQ1 whole entry, looked up): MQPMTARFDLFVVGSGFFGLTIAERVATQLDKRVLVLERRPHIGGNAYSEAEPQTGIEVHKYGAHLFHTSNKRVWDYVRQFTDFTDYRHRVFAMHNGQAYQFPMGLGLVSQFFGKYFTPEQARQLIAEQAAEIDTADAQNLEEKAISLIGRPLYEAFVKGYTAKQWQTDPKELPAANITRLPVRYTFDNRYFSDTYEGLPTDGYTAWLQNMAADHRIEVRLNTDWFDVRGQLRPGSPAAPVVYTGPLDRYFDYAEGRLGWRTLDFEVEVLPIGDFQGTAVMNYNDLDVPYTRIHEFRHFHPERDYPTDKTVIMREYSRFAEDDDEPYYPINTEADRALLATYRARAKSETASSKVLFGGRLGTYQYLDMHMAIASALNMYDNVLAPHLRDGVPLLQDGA
Mtb FBA inh = inhibits M. tuberculosis FBA enzyme | P9WQA3 | purified M. tuberculosis FBA, fluorescence read-out | inhibition, % at 1 µM | 360,000 tested, 2.3% active; in the data active means inhibition above about 27%;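 further: 0% = vehicle and 100% = reference inhibitor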
Target sequence (P9WQA3 whole entry, looked up): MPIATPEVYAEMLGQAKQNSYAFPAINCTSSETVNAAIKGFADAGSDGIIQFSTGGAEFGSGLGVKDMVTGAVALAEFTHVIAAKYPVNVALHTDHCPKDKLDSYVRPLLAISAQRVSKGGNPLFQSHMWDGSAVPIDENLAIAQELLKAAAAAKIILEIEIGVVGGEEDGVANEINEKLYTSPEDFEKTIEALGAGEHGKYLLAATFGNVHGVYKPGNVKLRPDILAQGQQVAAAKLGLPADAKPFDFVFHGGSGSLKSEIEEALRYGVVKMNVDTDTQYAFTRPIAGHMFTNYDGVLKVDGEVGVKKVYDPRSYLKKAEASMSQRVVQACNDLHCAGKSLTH
BH1578 lux ind = induces V. cholerae light production without autoinducers; V. cholerae BH1578 lux reporter, luminescence, 6 h; 350,000 tested, 0.16% active; activation, % at 18.7 µM; AID 588436; in the data active means activation mostly above about 9.7%, no sharp cut-off; inconclusive means no clear call, values can overlap the other calls; inactive means mostly below about 3.7%; further: not every result past the cut was called active; inactives centre near 0; reference of the scale not given here
BioA inh = blocks M. tuberculosis BioA enzyme activity. 360,000 tested, 0.096% active. AID 602481. purified M. tuberculosis BioA enzyme, plate reader. inhibition, % at 9.99 µM; in the data active means inhibition above about 40%; inconclusive means no clear call, values can overlap the other calls
* marks the source's active call; other numbers are inactive results.

Screening COc1cccc(CC(Cc2nc3ccccc3[nH]2)c2nc3ccccc3[nH]2)c1 (stereo not drawn) returned FadD28 binding -8.6, TcdB GH inh 1.2, PfHsp40 rescue 1.9, Y pestis TopoI -4, GDH-TPI inh 11, UGM FP inh 3.4, Mtb FBA inh -1, BH1578 lux ind -0.2 and BioA inh 0.0.
For CCN(CC)C(=O)CCNS(=O)(=O)c1ccc(C)cc1 the results were FadD28 binding -1.4, PfHsp40 rescue 0.6, Y pestis TopoI -2, GDH-TPI inh 9, UGM FP inh 2.3, Mtb FBA inh -10, BH1578 lux ind 3.8 and BioA inh -0.4.
For Cc1ccc(S(=O)(=O)N(C)Cc2ccc(C(=O)NN=C3C4CC5CC(C4)CC3C5)cc2)cc1 the results were FadD28 binding -0.9, TcdB GH inh -4.4, PfHsp40 rescue -0.8, Y pestis TopoI -5, GDH-TPI inh 5, UGM FP inh -1.7, Mtb FBA inh 2, BH1578 lux ind -0.3 and BioA inh -0.5.
For N=C(N)SCc1ncccc1O the results were FadD28 binding 1.2, TcdB GH inh 2.5, PfHsp40 rescue -0.4, Y pestis TopoI -6, GDH-TPI inh 9, UGM FP inh -1.0, Mtb FBA inh 7, BH1578 lux ind -2.3 and BioA inh -2.9.
For O=C(NCc1ccc(F)cc1Cl)C1CCN(S(=O)(=O)N2CCC3(CC2)OCCO3)CC1 the results were FadD28 binding -3.3, PfHsp40 rescue -0.4, Y pestis TopoI 5, GDH-TPI inh -8, UGM FP inh -1.0, Mtb FBA inh 1, BH1578 lux ind -0.4 and BioA inh 1.4.
For Cc1ccc(C(=O)NC(C)C2CC3CCC2C3)c(C)c1 (stereo not drawn) the results were FadD28 binding -3.0, TcdB GH inh 1.0, PfHsp40 rescue -1.0, Y pestis TopoI 5, GDH-TPI inh 2, UGM FP inh -3.4, Mtb FBA inh -6, BH1578 lux ind -0.4 and BioA inh -2.5.
Screening Cc1ccc(-n2c(C)cc(C(=O)OCC(=O)N(C)C3CCS(=O)(=O)C3)c2C)cc1 (stereo not drawn) returned FadD28 binding -1.6, PfHsp40 rescue 4.3, Y pestis TopoI 10, GDH-TPI inh 6, UGM FP inh 1.3, Mtb FBA inh 3, BH1578 lux ind inactive and BioA inh -1.7.
For Cc1cc(NC2CCCCC2)nc2ccccc12 the results were FadD28 binding -3.7, TcdB GH inh 2.4, PfHsp40 rescue -0.8, Y pestis TopoI 3, GDH-TPI inh 1, UGM FP inh -1.4, Mtb FBA inh 7 and BH1578 lux ind -0.3.
COCCn1c(-c2ccco2)nc2nc3ccccc3nc21 was read as FadD28 binding 1.0, PfHsp40 rescue 0.6, Y pestis TopoI 1, GDH-TPI inh 37*, UGM FP inh -0.6, Mtb FBA inh active and BioA inh -3.0.
`Cc1ccc(NC(=O)c2cc(N3C(=O)C=CC3=O)ccc2Cl)cc1C` gave FadD28 binding 1.1, PfHsp40 rescue 294*, Y pestis TopoI -2, GDH-TPI inh -6, UGM FP inh -0.2, Mtb FBA inh -2, BH1578 lux ind 0.8 and BioA inh -1.1.
COc1ccc(OC)c(C(c2nnnn2Cc2ccccc2)N2CCN(C3CCCCC3)CC2)c1 (stereo not drawn) was read as FadD28 binding 0.4, PfHsp40 rescue -0.2, Y pestis TopoI 9, GDH-TPI inh -1, UGM FP inh 3.0, Mtb FBA inh 1, BH1578 lux ind -0.1 and BioA inh 1.7.
`O=C(CCn1cccc1)Nc1cccc(F)c1` gave FadD28 binding -1.7, PfHsp40 rescue -0.1, Y pestis TopoI -2, GDH-TPI inh -4, UGM FP inh -2.1, Mtb FBA inh -2 and BioA inh 1.7.
For O=C(CCc1ccccc1)NC(=S)Nc1ccccc1Br the results were FadD28 binding -7.9, TcdB GH inh 1.4, PfHsp40 rescue 17, Y pestis TopoI 20, GDH-TPI inh 8, UGM FP inh 2.7, Mtb FBA inh -4 and BH1578 lux ind -0.3.
Cc1ccc(C(=O)OCC(=O)NCc2ccc3c(c2)OCO3)o1 was read as FadD28 binding -0.9, TcdB GH inh 1.6, PfHsp40 rescue 0.5, Y pestis TopoI -1, GDH-TPI inh 0, UGM FP inh 1.8, Mtb FBA inh 0, BH1578 lux ind -7.1 and BioA inh -0.1.
For CCOC(=O)C1(CCc2ccccc2)CCN(Cc2nccn2CC)CC1 the results were FadD28 binding 1.3, TcdB GH inh 0.4, PfHsp40 rescue -1.5, Y pestis TopoI 23, GDH-TPI inh 0, UGM FP inh 0.4, Mtb FBA inh -1 and BH1578 lux ind -0.4.
`CCc1cc(-c2nnc(SCC(=O)NC3CC3)n2C)cs1` gave FadD28 binding 1.0, TcdB GH inh 1.4, PfHsp40 rescue -0.2, Y pestis TopoI -6, GDH-TPI inh -1, UGM FP inh 1.7, Mtb FBA inh 2, BH1578 lux ind -0.2 and BioA inh -2.7.
Cc1ccccc1NC(=O)Nc1nnc(CC(=O)NCc2ccccc2)s1 was read as FadD28 binding -1.9, PfHsp40 rescue -0.5, Y pestis TopoI 6, GDH-TPI inh 3, UGM FP inh 3.7, Mtb FBA inh 1, BH1578 lux ind inactive and BioA inh -0.1.
For COc1ccc(CCC(=O)NNC(=S)NCc2ccc(F)cc2)cc1 the results were FadD28 binding 0.8, TcdB GH inh -0.6, PfHsp40 rescue -0.6, Y pestis TopoI -3, GDH-TPI inh -3, UGM FP inh -0.1, Mtb FBA inh -3 and BH1578 lux ind inactive.
Cc1ccc(N(CC(=O)N/N=C/c2cccs2)S(C)(=O)=O)cc1 was read as FadD28 binding -4.5, TcdB GH inh 0.4, PfHsp40 rescue -0.3, Y pestis TopoI -5, GDH-TPI inh 1, UGM FP inh 2.6, Mtb FBA inh -6, BH1578 lux ind 0.3 and BioA inh 0.3.
Screening O=C(O)c1ccccc1SC1CC(=O)N(c2ccc3c(c2)OCO3)C1=O (stereo not drawn) returned FadD28 binding -1.0, TcdB GH inh 0.2, PfHsp40 rescue 0.3, Y pestis TopoI -2, GDH-TPI inh 3, UGM FP inh 2.8, Mtb FBA inh 0, BH1578 lux ind inactive and BioA inh -0.8.
Screening O=C1CS(=O)(=O)N(Cc2ccccc2F)c2ccc(Br)cc21 returned FadD28 binding -4.9, TcdB GH inh 0.6, PfHsp40 rescue 0.2, Y pestis TopoI 6, GDH-TPI inh -11, Mtb FBA inh 1, BH1578 lux ind inactive and BioA inh -0.7.
For CC(C)(C)C(=O)CSc1ncnc2c1cnn2-c1ccccc1 the results were FadD28 binding 0.1, TcdB GH inh 0.1, Y pestis TopoI -5, GDH-TPI inh 3, UGM FP inh -3.4, Mtb FBA inh 2, BH1578 lux ind 0.5 and BioA inh -5.7.
COc1cc(/C=N\Nc2nc(-c3ccc(C)cc3)c(NC(C)=O)s2)ccc1O was read as FadD28 binding -1.3, TcdB GH inh 2.2, PfHsp40 rescue -1.7, Y pestis TopoI 0, GDH-TPI inh 13, UGM FP inh 1.1, Mtb FBA inh 2 and BH1578 lux ind -2.2.
Screening O=C(NNC(=O)c1ccccc1F)c1cccc(S(=O)(=O)N2CCc3ccccc32)c1 returned FadD28 binding 0.3, TcdB GH inh 0.0, PfHsp40 rescue -1.2, Y pestis TopoI 12, GDH-TPI inh -1, UGM FP inh 0.7, Mtb FBA inh -2, BH1578 lux ind inactive and BioA inh 1.6.
`O=C1NC2(CCCCCC2)C(=O)N1Cc1ccccc1Br` gave TcdB GH inh -0.1, PfHsp40 rescue -0.8, Y pestis TopoI 6, GDH-TPI inh -10, UGM FP inh -2.2, Mtb FBA inh 0, BH1578 lux ind -0.5 and BioA inh 0.4.
CC[C@H](C)Cc1cn([C@@H](CCCCN)C(=O)NCCCCCCCCCCC(=O)N2CCNCC2)nn1 was read as FadD28 binding -1.8, TcdB GH inh -0.2, PfHsp40 rescue -0.7, Y pestis TopoI -11, GDH-TPI inh 2, UGM FP inh -0.2, Mtb FBA inh 2, BH1578 lux ind -0.4 and BioA inh 2.4.
For COc1ccccc1NC(=S)Nc1ccc2cn[nH]c2c1 the results were FadD28 binding -1.4, PfHsp40 rescue 1.7, Y pestis TopoI 0, GDH-TPI inh 3, UGM FP inh 3.9, Mtb FBA inh 0, BH1578 lux ind -0.9 and BioA inh 1.1.
Cc1cc(/C=N/NC(=O)C(=O)NCc2ccccn2)c(C)n1-c1cccc(Br)c1 was read as FadD28 binding -2.3, TcdB GH inh 0.7, PfHsp40 rescue -0.3, Y pestis TopoI 12, GDH-TPI inh 21, UGM FP inh 0.8, Mtb FBA inh 2 and BH1578 lux ind 0.0.
For Cc1cccc(NC(=O)CNC(=O)CCNC(=O)c2ccc(C(C)(C)C)cc2)c1C the results were FadD28 binding -0.4, TcdB GH inh 0.7, PfHsp40 rescue -0.5, Y pestis TopoI 19, GDH-TPI inh 2, UGM FP inh 1.4, Mtb FBA inh -1, BH1578 lux ind inactive and BioA inh 1.9.
`CO/N=C(\N)c1nonc1N` gave FadD28 binding -4.8, TcdB GH inh 2.2, PfHsp40 rescue -1.4, Y pestis TopoI 0, GDH-TPI inh -6, UGM FP inh -7.3, Mtb FBA inh 0, BH1578 lux ind 1.9 and BioA inh 0.7.

4 entries already listed, ordered by SMILES length, rising.
Cc1ccccc1NC(=O)Nc1nnc(CC(=O)NCc2ccccc2)s1 was read as FadD28 binding -1.9, PfHsp40 rescue -0.5, Y pestis TopoI 6, GDH-TPI inh 3, UGM FP inh 3.7, Mtb FBA inh 1, BH1578 lux ind inactive and BioA inh -0.1.
Cc1ccc(N(CC(=O)N/N=C/c2cccs2)S(C)(=O)=O)cc1 was read as FadD28 binding -4.5, TcdB GH inh 0.4, PfHsp40 rescue -0.3, Y pestis TopoI -5, GDH-TPI inh 1, UGM FP inh 2.6, Mtb FBA inh -6, BH1578 lux ind 0.3 and BioA inh 0.3.
Screening O=C(NNC(=O)c1ccccc1F)c1cccc(S(=O)(=O)N2CCc3ccccc32)c1 returned FadD28 binding 0.3, TcdB GH inh 0.0, PfHsp40 rescue -1.2, Y pestis TopoI 12, GDH-TPI inh -1, UGM FP inh 0.7, Mtb FBA inh -2, BH1578 lux ind inactive and BioA inh 1.6.
Screening Cc1ccc(-n2c(C)cc(C(=O)OCC(=O)N(C)C3CCS(=O)(=O)C3)c2C)cc1 (stereo not drawn) returned FadD28 binding -1.6, PfHsp40 rescue 4.3, Y pestis TopoI 10, GDH-TPI inh 6, UGM FP inh 1.3, Mtb FBA inh 3, BH1578 lux ind inactive and BioA inh -1.7.

(cont.)
`COc1ccc2c(c1)CC/C2=N\OC(=O)c1cccc(C)c1` gave FadD28 binding -0.3, PfHsp40 rescue -0.4, Y pestis TopoI 20, GDH-TPI inh 9, UGM FP inh -1.3, Mtb FBA inh 0 and BH1578 lux ind -0.2.
Screening Cc1c(C)c2c(C)[nH]nc2oc1=O returned FadD28 binding -3.5, PfHsp40 rescue -0.5, Y pestis TopoI 2, GDH-TPI inh 2, UGM FP inh -1.7, Mtb FBA inh 4 and BioA inh -2.8.
O=C(Nc1cccc(O)c1)c1ccc(Br)c(S(=O)(=O)N2CCCCC2)c1 was read as FadD28 binding -1.7, TcdB GH inh -1.0, PfHsp40 rescue 1.8, Y pestis TopoI 1, GDH-TPI inh 7, UGM FP inh -1.1, Mtb FBA inh -2 and BH1578 lux ind -0.2.
For Cc1cccc(OCCn2c(NC(=O)c3ccco3)nc3ccccc32)c1 the results were FadD28 binding -2.9, PfHsp40 rescue -0.1, Y pestis TopoI -2, GDH-TPI inh 25, UGM FP inh 0.3, Mtb FBA inh 2, BH1578 lux ind inactive and BioA inh -0.7.
C[C@H](NC(=O)C1CC(=O)N(c2ccc3c(c2)OCCO3)C1)C(=O)NC1CCCC1 (stereo partly drawn) was read as FadD28 binding -3.4, TcdB GH inh -1.6, PfHsp40 rescue 1.3, Y pestis TopoI 0, GDH-TPI inh 2, UGM FP inh 0.6, Mtb FBA inh -1, BH1578 lux ind -1.8 and BioA inh -0.9.
COc1cc(C)c(C)cc1S(=O)(=O)NC1CC(C)(C)NC(C)(C)C1 was read as FadD28 binding -0.6, TcdB GH inh 0.2, PfHsp40 rescue inconclusive, Y pestis TopoI 2, GDH-TPI inh 2, UGM FP inh -1.4, Mtb FBA inh 1, BH1578 lux ind -0.5 and BioA inh -1.4.
For CCOC(=O)C1(CCc2ccccc2)CCN(C(C)CSC)CC1 (stereo not drawn) the results were FadD28 binding -3.9, TcdB GH inh -5.8, PfHsp40 rescue 0.6, Y pestis TopoI 7, GDH-TPI inh -5, UGM FP inh 1.9, Mtb FBA inh 3, BH1578 lux ind -1.2 and BioA inh -0.5.

Source: PubChem
